# GCN5L2 inh – qHTS Assay for Inhibitors of GCN5L2; GCN5L2 HAT assay, ThioGlo1 CoA-SH fluorescence; Potency, µM (highest dose often 58.9 µM), for the others: at the highest dose activity change, negative = inhibition, usual class: inhibitors; hit rate 0.21% among 390,000
# Target sequence (Q92830 whole entry, looked up): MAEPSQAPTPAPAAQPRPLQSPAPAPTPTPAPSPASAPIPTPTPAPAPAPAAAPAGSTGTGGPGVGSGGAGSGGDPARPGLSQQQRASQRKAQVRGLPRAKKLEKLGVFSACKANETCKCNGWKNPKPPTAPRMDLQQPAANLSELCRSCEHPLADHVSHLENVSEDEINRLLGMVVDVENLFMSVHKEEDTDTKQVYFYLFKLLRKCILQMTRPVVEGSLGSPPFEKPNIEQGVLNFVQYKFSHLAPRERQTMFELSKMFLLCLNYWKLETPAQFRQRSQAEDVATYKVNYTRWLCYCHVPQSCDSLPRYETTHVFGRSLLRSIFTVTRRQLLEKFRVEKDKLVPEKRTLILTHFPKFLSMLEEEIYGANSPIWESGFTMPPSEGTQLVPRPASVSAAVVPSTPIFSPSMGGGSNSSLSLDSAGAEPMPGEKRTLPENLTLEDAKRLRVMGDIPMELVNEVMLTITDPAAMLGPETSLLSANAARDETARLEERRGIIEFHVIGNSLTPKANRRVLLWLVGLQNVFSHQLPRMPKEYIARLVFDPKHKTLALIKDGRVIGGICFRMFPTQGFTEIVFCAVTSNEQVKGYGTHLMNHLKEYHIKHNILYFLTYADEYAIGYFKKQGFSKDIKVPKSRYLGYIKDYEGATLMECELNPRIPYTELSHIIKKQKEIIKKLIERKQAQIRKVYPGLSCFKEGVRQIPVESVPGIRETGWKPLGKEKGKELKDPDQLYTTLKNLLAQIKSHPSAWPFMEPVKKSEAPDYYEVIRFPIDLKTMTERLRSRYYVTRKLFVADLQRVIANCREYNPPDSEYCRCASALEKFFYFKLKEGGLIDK
#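 Titration-based screen in which CoA formation is detected via maleimide probe ThioGlo1 (50uM) turning fluorescent on thiol reaction; substrates H3(1-25) 75uM and acetyl-CoA 70uM, GCN5L2 20nM, 20 min incubation at room temperature.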
# DT40 TDP1 CPT – qHTS for Inhibitors of human tyrosyl-DNA phosphodiesterase 1 (TDP1): qHTS in cells in presence of CPT | Potency, µM (top dose mostly 46.2 µM), inactives show at the highest dose activity change, negative = growth inhibition, most hits filed as inhibitors | hit rate 12% among 420,000 | chicken DT40 Tdp1-/-;hTDP1 cells + 20 nM CPT, ATP luminescence, 48 h; also: nearly all actives have a fitted effect of over 55% in size
#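 Chicken DT40 Tdp1-/- cells stably complemented with human TDP1 were seeded at 400 cells/well in medium containing 20 nM camptothecin, exposed to pin-transferred compounds, and grown at 37 °C for at least 48 hr. Viability was read as ATP luminescence.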
# DT40 TDP1 no CPT – qHTS for Inhibitors of human tyrosyl-DNA phosphodiesterase 1 (TDP1): qHTS in cells in absence of CPT. DT40 Tdp1-/- hTDP1 cells, no CPT, ATP luminescence, 48 h. Potency, µM (series often up to 46.2 µM), without a hit: at the highest dose activity change, negative = growth inhibition, most hits filed as inhibitors. hit rate 15% among 420,000; also: nearly all actives have a fitted effect of over 55% in size
#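 DT40 Tdp1-/-;hTDP1 cells, no CPT (DMSO vehicle only), 400 cells/well; compounds pin-transferred; ≥48 hr, 37 °C; CellTiter-Glo 30 min RT dark, luminescence read.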
# Starred values were filed as active, the others as inactive; ? = inconclusive; nt = not tested or not shown; & = joins results of further samples; [ ] = dose if it differs, or a comment. Calls follow the shape of the dose curve; as a rule, active = well fitted curve in the direction sought with a large enough effect; inconclusive = small, poorly fitted or top-dose-only effect, or another doubt; inactive = no such curve, though single readings can be large; an effect the other way counts as inactive or inconclusive. % is scaled to controls: 0 for no effect and ±100 for the full control effect; potency is read from the fitted curve at half-maximal effect.
# Values run as follows: DT40 TDP1 CPT, DT40 TDP1 no CPT, GCN5L2 inh
COc1ccc(C)cc1NC(=O)C1CCN(S(=O)(=O)c2ccc3c(c2)C(C)(C)C(=O)N3C)CC1
  ?, ?, 0%
O=C(Nc1ccc2c(c1)oc1ccccc12)N1CCOCC1
  -3%, ?, -3%
COc1cc2c(cc1NC(=O)COc1cc(C)cc(C)c1)oc1ccccc12
  -14%, -15%, -5%
Cc1cccc(-c2nc(-c3ccncc3)no2)c1
  4%, -26%, -6%
Nc1ccc(C(=O)c2ccccc2C(=O)O)cc1Cl
  1%, -6%, -4%
Cc1cccc(C)c1NC(=O)Cc1cccs1
  0%, -4%, -5%
COc1ccc(CCN(C)C(=O)c2oc3ccccc3c2C)cc1OC
  ?, ?, -2%
Cc1cc(C(=O)CN2CCC(C)CC2)c(C)n1-c1ccc(F)cc1
  ?, 6%, 1%
CC(=O)c1ccc(N(C(=O)c2ccco2)C(C(=O)NC2CCCC2)c2cccs2)cc1 (stereo not given)
  -16%, ?, -2%
COC(=O)/C(C#N)=C/c1c[nH]c2ccccc12
  -14%, ?, -7%
CCCCNC(=O)c1onc(CSc2ccccc2F)c1C(=O)O
  -1%, -7%, -14%
O=C(c1cc(=O)[nH]c2ccccc12)N1CCN(S(=O)(=O)c2ccc(Cl)cc2)CC1
  -17%, -28%, 0%
CC(C)CCn1c2ccccc2c2cc(CC(N)=O)ccc21
  ?, 23µM*, 0%
O=c1c2[nH]cnc2n(-c2cccc(F)c2)c(=O)n1Cc1ccccc1
  -12%, 5%, -5%
COc1cccc(CC(=O)OCC(=O)NCc2ccc3c(c2)OCO3)c1
  -6%, ?, -5%
CCCCCNC(=O)C1CC=CCC1C(=O)O (stereo not given)
  3%, -8%, -2%
COC(=O)c1ccc(COc2ccc(C)c(C)c2)o1
  -4%, 14%, 26%
O=C(O)c1cccc(S(=O)(=O)N(Cc2ccccc2)c2ccc(Cl)cc2)c1
  12%, 1%, -15%
Nc1nn2c(C(F)(F)F)cc(=O)[nH]c2c1N=Nc1cccc(F)c1
  -4%, -12%, -8%
COc1cccc(C(=O)NC2CCNCC2)c1
  -6%, 17%, -5%
O=C(Cc1ccccc1)Nc1ncccc1Cl
  9%, ?, nt
Cc1ccc(N=C2SCCCN2C(=O)C2=COCCO2)cc1Cl
  2%, 6%, -2%
CN1CCN(C(=O)c2ccc3c(=O)n(Cc4ccc5c(c4)OCO5)c(=S)[nH]c3c2)CC1
  22µM*, 13µM*, nt
CC(C)COc1ccc(C(=O)N2CCCCC2CCN2CCOCC2)cc1 (stereo not given)
  ?, ?, -6%
CCOC(=O)/C=C1\NC(C)(C)Cc2cc(OC)c(O)cc21
  -8%, -20%, ?
Cc1ccc(-n2c(SCC(=O)NCc3ccco3)nc3nc4c(cc3c2=O)COC(C)(C)C4)cc1
  -6%, -28%, 1%
CCC(=O)Nc1ccc(Cl)c(NC(=O)c2ccc(Br)o2)c1
  -30%, ?, -4%
O=C(CN1C(=O)C2CC=C(Cl)CC2C1=O)N1CCOCC1 (stereo not given)
  -2%, 7%, 3%
COc1ccc(NC(=O)c2sccc2-n2cccc2)cc1
  -28%, ?, -5%
CC1CCC(C(C)C)C(OC(=O)CSc2nc(N)cc(=O)[nH]2)C1 (stereo not given)
  ?, ?, -6%
CC(NCc1cccnc1)c1ccccc1 (stereo not given)
  8%, -18%, -5%
CCN1C(=O)c2cccc3c(S(=O)(=O)Nc4c(C)n(C)n(-c5ccccc5)c4=O)ccc1c23
  -11%, -20%, -7%
O=C(c1nn2c(C(F)(F)F)cc(-c3ccccc3)nc2c1Cl)N1CCOCC1
  -13%, -30%, -3%
O=C(NC1CCN(Cc2ccccc2)CC1)c1cccc(S(=O)(=O)Nc2ccc(Br)cc2)c1
  21µM*, ?, -5%
COc1ccc(NC(=O)CCCn2nc(C)c3c(C)n(-c4ccccc4)nc3c2=O)cc1
  -13%, 12%, 0%
COC(=O)CC1(C(=O)OC)Oc2ccccc2C(=O)N1c1ccc(F)cc1F (stereo not given)
  -9%, ?, nt
Cc1ccn2cc(CNS(=O)(=O)c3cccs3)nc2c1
  -2%, 0%, -6%
CCN(CC)CCC(=O)N1c2ccccc2Sc2ccc(NC(=O)OC)cc21
  -1%, 0%, -6%
CC1(C(=O)Nc2ccccc2F)CCN1C(=O)Cc1ccc(-c2ccccc2)cc1 (stereo not given)
  ?, 15µM*, nt
O=c1nc(Nc2ccccc2)oc2ccccc12
  -5%, -24%, -4%
C[C@@H]1CN([C@H](C)CO)S(=O)(=O)c2ccc(Br)cc2O[C@H]1CN(C)C(=O)Nc1ccc(F)cc1
  -28%, ?, nt
COc1ccc(/C=C(/NC(=O)c2ccco2)C(=O)Nc2cccc(C(=O)O)c2)cc1
  4%, -3%, -4%
Cc1cccc(S(=O)(=O)N(C)C[C@@H]2OCc3cnnn3CCCC(=O)N([C@@H](C)CO)C[C@@H]2C)c1
  0%, 12%, nt
O=C(OCCCc1cc2ccccc2c(=O)o1)c1ccco1
  -8%, -6%, 4%
CCn1c(SCC(=O)N2CCc3ccccc32)nc2c(c1=O)SC(C)C2 (stereo not given)
  ?, -18%, 2%
COc1cc(OC)c(NC(=O)C2CCN(S(=O)(=O)c3c(C)noc3/C=C/c3c(C)cc(C)cc3C)CC2)cc1Cl
  -3%, -19%, -6%
Cc1nc(-c2ccccn2)nc(SCC(=O)N2CCOCC2)c1Cl
  -13%, 0%, -4%
COC(=O)[C@H](CC(C)C)NC(=O)Nc1ccc2c(c1)OCCO2
  -15%, -12%, 2%
CCN1CCN(c2ccc(S(=O)(=O)N3CCOCC3)cc2NC(=O)c2ccc(Cl)cc2Cl)CC1
  ?, 21µM*, 3%
CC(C)c1c(C(=O)NCC(C)(C)N2CCOCC2)cnn1-c1nccc(-c2cccs2)n1
  ?, ?, nt

# (continued)
# Values run as follows: DT40 TDP1 CPT, DT40 TDP1 no CPT, GCN5L2 inh
O=S(=O)(NN=Cc1ccc(O)cc1O)c1cc(Cl)c(Cl)cc1Cl
  -3%, 5%, nt
O=C(Nc1cc(C(F)(F)F)ccc1-n1cncn1)c1ccc(F)cc1Cl
  ?, ?, -2%
CCOC(=O)[C@]12CCC=C1N(Cc1ccc(Cl)cc1Cl)C(=O)[C@H](CC(=O)N1CCN(C(=O)c3ccco3)CC1)C2
  16µM*, 16µM*, nt
COc1cccc(C(=O)NNC(=O)Cc2cccs2)c1
  2%, -6%, -2%
CCN(CCO)C(=O)C(c1ccccc1)c1ccccc1
  0%, -1%, 9%
COc1cccc(OC)c1C(=O)Nc1ccc2c(c1)CCCN2S(=O)(=O)c1ccc(C)cc1
  ?, ?, ?
CCOc1ccc(S(=O)(=O)NCCC(=O)NC2CCC(C)CC2)cc1 (stereo not given)
  ?, ?, -3%
Oc1ccc(Nc2ncnc3scc(-c4ccccc4)c23)cc1
  ?, 8.2µM*, 2%
CC1=C(C(=O)O)N2C(=O)[C@@H](NC(=O)[C@H](N)C3=CCC=CC3)[C@H]2SC1
  ?, -14%, nt
COc1ccc([C@H]2CC(=O)C=C(c3cc4ccccc4c4ccccc34)C2)cc1
  ?, ?, -3%
Cc1ccccc1OCC(=O)NNC=O
  10%, -2%, -4%
O=C(N/C(=C\c1ccc(Br)cc1)C(=O)N1CCOCC1)c1ccccc1Cl
  -16%, -11%, -6%
O=C(CCSc1nc(-c2ccco2)cc(C(F)(F)F)n1)N1CCCc2ccccc21
  ?, 16µM*, -13%
COc1ccc(S(=O)(=O)Nc2ccc3c(c2)C(=O)N([C@H](C)CO)C[C@H](C)[C@@H](CN(C)C(=O)Nc2ccc(F)cc2)OCCCC[C@H](C)O3)cc1
  ?, 23µM*, nt
C=CCNC(=S)NCCCCC1NC(=S)N(CC=C)C1=O (stereo not given)
  -3%, 5%, 3%
CCN(CC)S(=O)(=O)c1ccc(Cl)c(NC(=O)COc2ccc3c(C)cc(=O)oc3c2)c1
  -10%, -19%, 2%
FC(F)(F)c1ccc(Cl)c(Nc2nnc(-c3ccncc3)s2)c1
  3%, -2%, nt
O=C(CN1CCN(S(=O)(=O)c2cc(Cl)ccc2Cl)CC1)Nc1cccc(F)c1
  ?, ?, -5%
COc1ccc(-c2csc(N(CCCN(C)C)C(=O)c3ccc(Br)cc3)n2)cc1
  21µM*, 21µM*, ?
Cn1c(N)c(C(=O)COC(=O)CC(NC(N)=O)c2ccc(Cl)cc2)c(=O)n(C)c1=O (stereo not given)
  -12%, -22%, -7%

# Complete entries as entered above. Screens in order: DT40 TDP1 CPT, DT40 TDP1 no CPT, GCN5L2 inh
# Record of `COc1ccc(-c2csc(N(CCCN(C)C)C(=O)c3ccc(Br)cc3)n2)cc1` → 21µM*, 21µM*, ?
# Record of `FC(F)(F)c1ccc(Cl)c(Nc2nnc(-c3ccncc3)s2)c1` → 3%, -2%, nt
# Record of `C=CCNC(=S)NCCCCC1NC(=S)N(CC=C)C1=O` (stereo not given) → -3%, 5%, 3%
# Record of `O=C(N/C(=C\c1ccc(Br)cc1)C(=O)N1CCOCC1)c1ccccc1Cl` → -16%, -11%, -6%
# Record of `O=C(CCSc1nc(-c2ccco2)cc(C(F)(F)F)n1)N1CCCc2ccccc21` → ?, 16µM*, -13%

# The results go on.
# Values run as follows: DT40 TDP1 CPT, DT40 TDP1 no CPT, GCN5L2 inh
Nc1nc2n[nH]nc2c(=O)[nH]1
  7.3µM*, 7.3µM*, 1%[21.4 µM]
COCCNc1oc(-c2cccs2)nc1S(=O)(=O)c1ccc(C)cc1
  -1%, -29%, -10%
O=C(COC(=O)CSCC(=O)N1CCCCC1)Nc1ccc(Cl)cc1
  -7%, 6%, 1%
NC(=Nc1nc(-c2ccccn2)cc2ccccc12)c1ccccn1
  0.015µM*, 0.018µM*, nt
Cc1ccc(C(=O)NCC(=O)Nc2ccc3c(c2)CCC3)cc1C
  -4%, -10%, -8%
CC(=O)Nc1cccc(C(=O)OCC(=O)NC(=O)c2ccccc2)c1
  -19%, -10%, -7%
C[C@H](NC(=O)c1ncn2c1c(=O)[nH]c1ccc(Br)cc12)c1ccccc1
  ?, ?, nt
CCC(=O)N1CCc2cc(Br)cc(S(=O)(=O)NC3CCN(Cc4ccccc4)CC3)c21
  ?, ?, -4%
CC1(C(=O)NCc2ccco2)Cc2c(-c3ccc(C(N)=O)cc3)ccnc2O1 (stereo not given)
  4.1µM*, 3.7µM*, nt
O=C(NNc1cc(Cl)ccc1Cl)C1CCC1
  ?, ?, -25%

# Copied from the list:
# Under DT40 TDP1 CPT, `Nc1nc2n[nH]nc2c(=O)[nH]1` has the entry 7.3µM*
# Under DT40 TDP1 CPT, `Cc1ccc(C(=O)NCC(=O)Nc2ccc3c(c2)CCC3)cc1C` has the entry -4%
# Under DT40 TDP1 no CPT, `O=C(COC(=O)CSCC(=O)N1CCCCC1)Nc1ccc(Cl)cc1` has the entry 6%
# Under GCN5L2 inh, `O=C(NNc1cc(Cl)ccc1Cl)C1CCC1` has the entry -25%

# Following part:
# Values run as follows: DT40 TDP1 CPT, DT40 TDP1 no CPT, GCN5L2 inh
CNC[C@H]1Oc2c(NS(=O)(=O)c3cccs3)cccc2C(=O)N([C@H](C)CO)C[C@@H]1C
  -10%, -8%, 1%
Cc1ccc(C(=O)NCCc2csc(C)n2)cc1
  ?, -8%, -1%
CC(c1ccccc1)C1CC(=O)N(CC(=O)O)C1=O (stereo not given)
  3%, 1%, -8%
COc1cccc(NC(=O)CN(C)C(=O)CNC(=O)c2ccc(Oc3ccccc3)cc2)c1
  ?, ?, -2%
CCCn1cnc2c(N)c(C)c(C)cc21
  -11%, -13%, -5%
O=C1CC(c2ccc(S(=O)(=O)N3CCN(c4ccccc4)CC3)cc2)CN1 (stereo not given)
  -13%, -11%, 1%
Cc1c(Cl)cccc1N1C(N)=C(C#N)C(c2cc(CN3CCOCC3)cs2)C2=C1CCCC2=O (stereo not given)
  ?, ?, -4%
Cc1ccc(C(=O)NCCNC(=O)c2ccc(C)o2)o1
  12%, 5%, -8%
COc1ccc(C(=O)c2oc3ccccc3c2NC(=O)COc2c(C)cc(C)cc2C)cc1
  -22%, -7%, -4%
Cc1ccc(NC(=O)Cn2nc(-c3ccco3)ccc2=O)cc1Cl
  -4%, 0%, -8%
CC(C)COn1c(=S)[nH]c2ccccc2c1=O
  -5%, -26%, 0%
Cc1ccc(N2CC(C(=O)NCc3nnnn3-c3ccc(C)c(C)c3)CC2=O)cc1 (stereo not given)
  -20%&0%, 8%&-18%, 10%&-10%

# Bioassay records as filed in PubChem.

# Not a hit list; overall some 18% were active at least once.
